# D1 antagonist: human D1 dopamine receptor antagonism. P21728. HEK293 TREx D1 cells, calcium flux, dopamine EC80; stronger effect = lower value. activity change, negative = inhibition, % at 10 µM. 360,000 compounds, 3.2% hits; in the data active = activity change below about -30%; also: % is scaled to controls: 0 for no effect and ±100 for the full control effect
# Target sequence (P21728 whole entry, looked up): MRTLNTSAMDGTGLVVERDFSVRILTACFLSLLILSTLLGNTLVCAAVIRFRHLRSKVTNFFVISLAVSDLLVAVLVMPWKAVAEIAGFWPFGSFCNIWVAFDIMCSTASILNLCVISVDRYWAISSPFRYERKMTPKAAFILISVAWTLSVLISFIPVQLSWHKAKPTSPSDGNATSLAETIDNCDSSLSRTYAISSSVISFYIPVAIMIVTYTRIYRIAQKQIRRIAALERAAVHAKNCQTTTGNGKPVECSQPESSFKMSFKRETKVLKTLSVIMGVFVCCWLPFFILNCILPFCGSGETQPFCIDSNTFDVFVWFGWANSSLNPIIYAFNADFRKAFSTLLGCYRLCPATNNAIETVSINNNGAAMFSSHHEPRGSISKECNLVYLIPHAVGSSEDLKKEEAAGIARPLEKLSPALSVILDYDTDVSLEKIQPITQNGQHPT
#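 Tetracycline-induced HEK293 Trex D1 cells, force-coupled to calcium, dye-loaded; compounds added and read 180 s, then EC80 dopamine added and calcium flux tracked kinetically another 180 s.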
# D2 ag: D2 dopamine receptor (human) agonism; 340,000 compounds, 0.53% hits; P14416; HEK293 T-REx D2 cells, calcium flux agonist mode; activation, % at 2 µM;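 active = activation over 3 SD above normal in the single-dose calcium agonist read, cut at about 30% in these data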; also: 0% is about no effect
# Target sequence (P14416 whole entry, looked up): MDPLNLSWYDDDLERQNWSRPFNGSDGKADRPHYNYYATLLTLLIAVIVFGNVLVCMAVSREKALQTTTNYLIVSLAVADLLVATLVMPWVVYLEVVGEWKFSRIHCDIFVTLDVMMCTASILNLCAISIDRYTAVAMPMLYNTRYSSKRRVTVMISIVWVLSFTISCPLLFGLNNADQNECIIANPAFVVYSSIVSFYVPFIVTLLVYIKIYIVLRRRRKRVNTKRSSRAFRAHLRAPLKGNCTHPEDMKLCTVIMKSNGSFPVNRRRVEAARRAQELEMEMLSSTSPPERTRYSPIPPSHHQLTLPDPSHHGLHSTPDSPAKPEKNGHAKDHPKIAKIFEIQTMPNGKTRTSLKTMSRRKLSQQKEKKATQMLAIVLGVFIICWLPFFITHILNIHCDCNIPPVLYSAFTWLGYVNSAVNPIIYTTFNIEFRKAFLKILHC
#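 HEK293 Trex D2 cells, tetracycline-induced, o/n 30 C 5% CO2; no-wash Ca dye, RT 30–90 min; 10-cycle baseline, 23 nl cpd added, kinetic Ca read 180 s; agonist hits = positive Ca response.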
# D2 antag: D2 dopamine receptor (human) antagonism | HEK293 TREx D2 cells, calcium flux, dopamine EC80 | inhibition, % at 10 µM | 340,000 compounds, 2% hits | AID 485344; in the data active = inhibition above about 30%; also: 0% is about no effect
#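 In this primary screen, negative modulation is detected by tracking calcium flux after an EC80 dopamine challenge in inducible HEK293 T-REx D2 cells preexposed to test compound for 180 s.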
# D1 agonist: agonists of human D1 dopamine receptor; activation, % at 2 µM; P21728; HEK293 T-REx D1 cells, calcium flux, agonist mode; 360,000 compounds, 1% hits; also: 0% is about no effect
#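 Tetracycline-induced HEK293 TREx D1 cells, force-coupled to calcium signalling, were dye-loaded with a no-wash calcium kit. Compound was pin-added after a 10 s baseline. Fluorescence was read kinetically at 1 cycle/s for 180 s, with calcium rises flagged as agonism.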
# D2 potentiator: D2 dopamine receptor (human) potentiation; 340,000 compounds, 0.34% hits; HEK293 T-REx D2, calcium flux, EC20 dopamine potentiation; AID 485347; potentiation, % at 10 µM; P14416;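 active = potentiation over 3 SD above the plate norm, cut at about 30% in these data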; also: 0% is about no effect
#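 Calcium flux readout, no-wash dye, 1 read/s. Inducible HEK293 Trex D2 line, overnight 30 C. Compound alone 180 s (agonist flags), then EC20 dopamine, another 180 s to score potentiation.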
# RXFP1 antagonist: blocks the human relaxin receptor RXFP1; Q9HBX9; HEK293-RXFP1, relaxin-stimulated cAMP HTRF, 30 min; stronger effect = lower value; activity change, negative = inhibition, % at 57.5 µM; 350,000 compounds, 0.59% hits;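 active = activity change of -60% or lower, but not beyond a set lower limit; inconclusive = change between -60% and -40%, or beyond the set limit; inactive = change above -40%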; also: % is scaled to controls: 0 for no effect and ±100 for the full control effect
# TRHR ag: activates the human TRH receptor | TRHR cells, calcium flux fluo-8, FDSS agonist mode | activation, % at 2 µM | 360,000 compounds, 0.18% hits; also: 0% is about no effect
#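 TRHR-expressing cells, plated overnight in medium with 10% serum, were loaded with fluo-8 calcium dye at room temperature. After a 10 s baseline, library compound was pin-added and calcium release was recorded kinetically (ex 480/em 530) as agonist response.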
# D1 PAM: human D1 dopamine receptor positive modulation; AID 504651; HEK293 TREx D1 cells, calcium flux, dopamine EC20 potentiation; 360,000 compounds, 0.036% hits; potentiation, % at 10 µM; in the data active = potentiation above about 30%; also: 0% is about no effect
# TRHR enhancer: allosterically enhances the human TRH receptor | P34981 | TRHR cells, fluo-8 calcium fluorescence, EC20 TRH enhancement | enhancement, % at 2 µM | 360,000 compounds, 0.66% hits | AID 493056; in the data active = enhancement above about 30%; also: 0% is about no effect
#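 TRHR-expressing cells loaded with fluo-8 calcium dye were read kinetically (ex 480/em 530) during compound addition, then stimulated with an EC20 of TRH (10 nM final). Enhancement of the Gq-mediated intracellular calcium response was scored.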
# Starred values were filed as active, the others as inactive; ? = inconclusive; · = no result given. Rule as the data show it, unless noted: active = activation above about 30%; inactive = the rest.
SMILES,D1 antagonist,D2 ag,D2 antag,D1 agonist,D2 potentiator,RXFP1 antagonist,TRHR ag,D1 PAM,TRHR enhancer
CSC1=C(C#N)C(CC(C)C)C2=C(CCCC2=O)N1 (centres undefined),2,-0.6,1,3,-3,8,-0.3,-1,-1
CCn1c(SCC(=O)NC2CC2)nnc1-c1ccc(F)cc1,-17,0.1,23,2,1,4,-0.5,0,-1
O=C(O)C1CC(c2cccc(Br)c2)=NO1 (centres undefined),14,-0.4,8,-4,-30,-10,0.6,4,2
C=CCNc1nc(N2CCOCC2)c(C#N)c2c1CN(C)CC2,13,-1.0,-5,1,1,-4,-0.3,-1,0
CCOC(=O)c1ccc(S(=O)(=O)n2c(=O)oc3ccccc32)cc1,-8,1.8,0,15,7,-14,1.5,-2,4
COCc1nnc(NS(=O)(=O)c2ccc(NC(C)=O)cc2)s1,-14,-0.3,-1,1,11,-7,0.7,3,-5
CCN(CC)S(=O)(=O)c1cccc(C(=O)Nc2cccnc2)c1,-2,-1.2,-3,6,11,1,-1.4,-6,7
COc1ccc(C(=O)NC(=S)NCc2ccccc2)cc1OC,-19,-0.2,-6,4,7,0,0.4,-5,1
COC(=O)c1cc(C(=O)c2ccc(C(C)(C)C)cc2)c[nH]1,1,2.4,-4,4,-3,-16,2.1,2,7
O=C(CSc1nnc(COc2ccccc2)o1)N1CCCCC1,-20,4.0,23,4,-6,5,0.2,·,4
CC(C)Cc1nc(NCCN2CCOCC2)c(C#N)c2c1COC(C)(C)C2,10,-2.1,-5,1,6,-14,-0.2,-2,-5
Cc1ccc(S(=O)(=O)C(C#N)c2nc3ccccc3nc2N2CCCC2)cc1C (centres undefined),1,4.1,-10,9,-4,-13,6.4,-1,4
CCC(C)c1ccc(NC(=S)NCc2ccccn2)cc1 (centres undefined),·,-1.0,-5,0,-7,-5,-0.6,-8,0
O=C(Nn1c(O)c(C=C2N=c3ccccc3=N2)sc1=S)c1ccccc1Cl,-4,0.8,-11,1,7,-13,0.8,-1,3
CC1=Nc2cc(C(=O)NCCc3ccc(Cl)cc3)ccc2Sc2ccc(C)cc21,6,0.7,·,10,-9,-10,1.8,5,3
CCc1ccc(Nc2n[n+](-c3ccccc3)c(-c3ccc(N(CC)CC)cc3)s2)cc1,-11,-0.4,2,24,2,·,5.8,-1,-8
CCN(CC)C(=O)C(=O)c1cccn1-c1cccc(-n2cccc2C(=O)C(=O)N(CC)CC)c1C#N,-1,-2.8,14,0,10,-2,0.4,-6,-1
COc1ccc(/C=N/NC(=O)c2c(C)nc3ccc(Br)cn23)cc1OC,-8,0.9,5,1,-5,0,3.0,-5,-2
Cc1cc(C)n2c(SCC(=O)NC3CCCCC3C)nnc2n1 (centres undefined),-9,0.7,0,-2,7,2,0.5,3,-5
Cc1ccc(N2C(=O)CS(=O)(=O)C23C(=O)N(Cc2cccc(F)c2)c2ccccc23)cc1Cl (centres undefined),-12,-0.1,·,5,12,·,1.4,1,8

# Three compounds from above, ordered by count of non-hydrogen atoms, rising:
SMILES,D1 antagonist,D2 ag,D2 antag,D1 agonist,D2 potentiator,RXFP1 antagonist,TRHR ag,D1 PAM,TRHR enhancer
CCn1c(SCC(=O)NC2CC2)nnc1-c1ccc(F)cc1,-17,0.1,23,2,1,4,-0.5,0,-1
O=C(Nn1c(O)c(C=C2N=c3ccccc3=N2)sc1=S)c1ccccc1Cl,-4,0.8,-11,1,7,-13,0.8,-1,3
CCc1ccc(Nc2n[n+](-c3ccccc3)c(-c3ccc(N(CC)CC)cc3)s2)cc1,-11,-0.4,2,24,2,·,5.8,-1,-8

# Further structures:
SMILES,D1 antagonist,D2 ag,D2 antag,D1 agonist,D2 potentiator,RXFP1 antagonist,TRHR ag,D1 PAM,TRHR enhancer
CCCNC(=O)c1cccc(COc2ccccc2OC)c1,·,-1.7,-19,-2,5,4,-1.0,-2,-3
COc1ccc(CNC(=O)COC(=O)c2ccccc2C(=O)c2ccccc2)cc1,-27,0.6,23,7,-5,5,0.0,-7,-1
NC1=NC(c2ccc(F)cc2)n2c(nc3ccccc32)N1 (centres undefined),4,0.4,0,2,0,5,0.0,-6,-3
COc1ccc(OC)c(C(=O)NC(CC(N)=O)c2ccc(N3CCC(N4CCCC4)CC3)c([N+](=O)[O-])c2)c1 (centres undefined),-3,-1.9,6,5,-6,·,-0.5,9,9
O=C(COC(=O)c1cccnc1Cl)Nc1ccc(N2CCCCC2)cc1,4,-0.3,3,4,-7,1,-0.2,2,-2
C=C(C)c1cccc(C(C)(C)NC(=O)Nc2nncs2)c1,-28,1.0,-7,1,-2,-13,-1.0,-1,6
COc1cc(-c2nc3ccccn3c2/N=C/c2cccc(F)c2)ccc1O,7,-0.6,13,-4,-10,3,-0.2,-2,-5
Fc1ccc(NCc2nnc3n2CCCCC3)cc1Cl,-28,-1.2,·,-1,7,·,0.0,4,-3
Cn1c(Cn2c(=O)sc3ccccc32)nnc1SCC(=O)NCc1ccccc1Cl,-1,0.1,23,1,1,16,-1.2,0,-13
O=C(NC(=S)Nc1ccc2oc(=O)ccc2c1)c1cccc(F)c1,-2,-0.2,10,3,-5,7,0.5,-4,5
Cn1nc(C(F)(F)F)c(CN2CC(C)(C)C2=O)c1N1CCOCC1,-31*,-1.5,22,0,16,6,0.0,-5,-5
COc1cc2[nH]c(=O)n(Cc3ccc(C(=O)N4CCC(N5CCCCC5)CC4)cc3)c(=O)c2cc1OC,1,-1.3,2,1,5,·,0.3,2,6
N#C/C(=C\c1ccc(-c2ccc(F)cc2)o1)C(=O)Nc1nc(-c2cccs2)cs1,13,-0.1,5,14,-2,7,0.5,-3,15
CCOC(=O)CC(NC(=O)Cn1nnc(-c2ccc(Cl)cc2)n1)c1ccc(OC)cc1 (centres undefined),-9,·,·,2,-16,·,3.4,-4,-3
O=C(NCCS(=O)(=O)N1CCN(c2ccccc2)CC1)C1CC1,-2,-0.6,10,0,10,-8,0.8,-2,5
O=C(Cc1cccc2ccccc12)NN1C(=O)CSC1=S,13,0.5,4,2,9,-17,0.5,-4,-2
O=C(NCC(=O)N1CCN(c2ncccn2)CC1)c1cccs1,-3,1.0,8,2,4,3,0.6,3,7
Cc1ccc(C)c(NC(=O)CSc2nc3c(c(=O)n2C)SC(C)C3)c1 (centres undefined),-2,0.4,3,2,9,·,-1.1,-9,1
COc1ccc(S(=O)(=O)NC2CCN(Cc3ccccc3)CC2)cc1NC(C)=O,-15,-0.8,9,3,-8,-7,-0.1,3,1
Cc1cc(C)n2nc(SCc3nnc(SCc4ccccc4)s3)nc2n1,-20,-0.2,-4,3,-6,15,0.1,1,-9
Cc1cc(C)cc(NC(=O)C2CCN(S(=O)(=O)c3cccc4nonc34)CC2)c1,-4,0.3,·,2,-10,-17,-0.6,-3,-1
O=[N+]([O-])c1cccc(Nc2c([N+](=O)[O-])ccc3nonc23)c1,1,0.2,10,-1,6,-2,-0.9,-3,-1
CCN(CC)CCNC(=O)CCCCn1c(=S)[nH]c2c([nH]c3ccc(OC)cc32)c1=O,-11,0.0,5,4,-8,?,-0.3,-3,0
COc1cccc(N2C(=O)CC(NNC(=O)c3cccs3)C2=O)c1 (centres undefined),-3,-0.5,-9,3,-3,-7,-0.4,-3,-4
COc1cnn(-c2ccc(C)cc2)c(=O)c1SCc1ccccc1,22,-0.3,-16,-2,8,-6,-0.5,0,-3
O=C(Oc1c(-c2ccccc2Cl)oc2ccccc2c1=O)c1ccc(Cl)cc1,-12,·,·,5,·,·,1.0,-4,-3
COC(=O)COn1c(SC(C)C)nc2ccccc2c1=O,·,·,·,1,·,-1,-0.6,-2,-4
O=C(COC(=O)c1c2c(nc3ccccc13)CCCC2)Nc1ccc2c(c1)OCO2,-12,-0.3,9,0,2,-12,-0.7,-3,0
Nc1nonc1C(=O)N1CCCCC1,-21,0.3,-5,0,-4,-12,0.4,-4,3
C/C=C/c1cc(CN2CCN(c3ccc(OC)cc3)CC2)c(O)c(OC)c1,29,0.0,-18,0,-13,?,-1.2,4,1
CCc1nc2ccccc2c(=O)n1NC(=O)c1c(O)c2ccccc2n(CC)c1=O,1,-0.2,2,3,-18,-4,0.7,-5,-1
O=C(NCC1CCCO1)C1CCCN1C(=O)Nc1ccccc1[N+](=O)[O-] (centres undefined),4,0.0,-6,1,5,12,0.6,-3,7

# An excerpt from the list above, for reference:
SMILES,D1 antagonist,D2 ag,D2 antag,D1 agonist,D2 potentiator,RXFP1 antagonist,TRHR ag,D1 PAM,TRHR enhancer
Cc1cc(C)cc(NC(=O)C2CCN(S(=O)(=O)c3cccc4nonc34)CC2)c1,-4,0.3,·,2,-10,-17,-0.6,-3,-1
O=[N+]([O-])c1cccc(Nc2c([N+](=O)[O-])ccc3nonc23)c1,1,0.2,10,-1,6,-2,-0.9,-3,-1
CCN(CC)CCNC(=O)CCCCn1c(=S)[nH]c2c([nH]c3ccc(OC)cc32)c1=O,-11,0.0,5,4,-8,?,-0.3,-3,0
COc1cccc(N2C(=O)CC(NNC(=O)c3cccs3)C2=O)c1 (centres undefined),-3,-0.5,-9,3,-3,-7,-0.4,-3,-4
COc1cnn(-c2ccc(C)cc2)c(=O)c1SCc1ccccc1,22,-0.3,-16,-2,8,-6,-0.5,0,-3
O=C(Oc1c(-c2ccccc2Cl)oc2ccccc2c1=O)c1ccc(Cl)cc1,-12,·,·,5,·,·,1.0,-4,-3
COC(=O)COn1c(SC(C)C)nc2ccccc2c1=O,·,·,·,1,·,-1,-0.6,-2,-4
O=C(COC(=O)c1c2c(nc3ccccc13)CCCC2)Nc1ccc2c(c1)OCO2,-12,-0.3,9,0,2,-12,-0.7,-3,0
Nc1nonc1C(=O)N1CCCCC1,-21,0.3,-5,0,-4,-12,0.4,-4,3
C/C=C/c1cc(CN2CCN(c3ccc(OC)cc3)CC2)c(O)c(OC)c1,29,0.0,-18,0,-13,?,-1.2,4,1
CCc1nc2ccccc2c(=O)n1NC(=O)c1c(O)c2ccccc2n(CC)c1=O,1,-0.2,2,3,-18,-4,0.7,-5,-1
O=C(NCC1CCCO1)C1CCCN1C(=O)Nc1ccccc1[N+](=O)[O-] (centres undefined),4,0.0,-6,1,5,12,0.6,-3,7
